Assay outcomes as filed in PubChem.
Pf growth 48h: inhibits P. falciparum growth in the first generation, 48 h. P. falciparum luciferase growth in erythrocytes, 48 h. Potency, µM (doses to about 28.7 µM), inactives show top-dose activity change, negative = inhibition, most hits filed as inhibitors. 5.9% of 310,000 active. AID 504832; further: potency means the concentration at half of the fitted maximal effect; on the % scale 0 is the no-effect control and ±100 the full control effect
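First compound was added to culture medium, then infected red cells at 0.1% parasitemia and 2% hematocrit (final). After incubation at 37 C under 5% CO2, luciferase detection reagent was dispensed and light output recorded.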
CHX counter: affects cycloheximide protein synthesis inhibition readout, counter-screen | cell reporter, cycloheximide protein synthesis inhibition counterscreen | max response, % | 12% of 300,000 active | AID 2314; in the data active means max response mostly above about 13%, no sharp cut-off; inactive means mostly below about 14%; further: read at 38.3 µM for the half of the compounds with a filed dose; 0% is about no effect
LmPK inhibitor: blocks Leishmania mexicana pyruvate kinase activity; Q27686; purified LmPK, Kinase-Glo ATP luminescence, 1 h; Potency, µM (series often up to 57.5 µM), without a hit: at the top dose activity change, negative = inhibition, most hits filed as inhibitors; 0.37% of 290,000 active; AID 1721; further: potency means the concentration at half of the fitted maximal effect; on the % scale 0 is the no-effect control and ±100 the full control effect
Target sequence (Q27686 whole entry, looked up): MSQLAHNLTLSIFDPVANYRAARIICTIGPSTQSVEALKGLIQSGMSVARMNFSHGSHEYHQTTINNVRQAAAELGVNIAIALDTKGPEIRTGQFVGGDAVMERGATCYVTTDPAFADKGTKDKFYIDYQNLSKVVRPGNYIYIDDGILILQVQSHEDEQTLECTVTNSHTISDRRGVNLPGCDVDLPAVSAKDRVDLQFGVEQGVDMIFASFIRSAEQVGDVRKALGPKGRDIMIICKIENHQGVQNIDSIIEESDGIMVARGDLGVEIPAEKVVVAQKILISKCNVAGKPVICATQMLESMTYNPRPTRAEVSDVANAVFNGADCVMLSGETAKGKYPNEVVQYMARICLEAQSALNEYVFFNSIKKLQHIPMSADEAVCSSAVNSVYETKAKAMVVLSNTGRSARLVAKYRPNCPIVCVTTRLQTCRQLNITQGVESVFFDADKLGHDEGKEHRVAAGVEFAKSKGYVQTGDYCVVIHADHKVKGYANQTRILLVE
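Purified LmPK (0.1 nM) with 0.5 mM PEP and 0.1 mM ADP in imidazole buffer pH 7.2 with MgCl2/KCl, 1 h at room temperature. ATP formed was read by luciferase luminescence and normalized to no-enzyme and uninhibited controls.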
Shiga toxin inh: inhibitors of Shiga toxin in Vero cells | AID 2315 | 9.2% of 290,000 active | inhibition, % at 38.7 µM | Vero cells, Shiga toxin protein synthesis inhibition reporter; in the data active means inhibition mostly above about 28%, no sharp cut-off; inactive means mostly below about 43%; further: 0% is about no effect
Tb PYK inh: blocks Trypanosoma brucei pyruvate kinase; Q57TT1; TbPYK enzyme, Kinase-Glo Plus ATP luminescence, 45 min; Potency, µM (highest dose often 76.8 µM), for inactives: at the top dose activity, negative = inhibition, hits mostly inhibitors; 0.12% of 410,000 active; AID 624173; further: potency means the concentration at half of the fitted maximal effect; on the % scale 0 is the no-effect control and ±100 the full control effect; nearly all actives have a fitted effect of over 50% in size
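Quantitative HTS: titrated library compounds versus trypanosomal pyruvate kinase in TEA buffer (pH 7.2) containing KCl, MgCl2, BSA and Tween-20. Reactions were initiated with ADP, 130 uM final. Kinase-Glo Plus luminescence was read after 45 min at RT.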
HCV inhibitor: inhibitors of hepatitis C virus infection; Huh7.5.1 HCVcc-Cre infection, luciferase reporter, 44 h; 3.4% of 340,000 active; Potency, µM (titrated, usually from 41.8 µM), inactives show at the highest dose activity change, negative = inhibition, actives largely listed as inhibitors; further: potency means the concentration at half of the fitted maximal effect; on the % scale 0 is the no-effect control and ±100 the full control effect
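Cells (1,000/well) were plated 4 h before compound, then infected with HCVcc-Cre virus (~0.5 moi). After 44 h further culture, infection was read as luciferase luminescence following a 15 min substrate incubation at room temperature.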
Pf growth 96h: inhibits malaria parasite growth, 96 h | P. falciparum luciferase reporter growth, 96 h | Potency, µM (top dose mostly 28.7 µM), for inactives: top-dose activity change, negative = inhibition, actives largely listed as inhibitors | 6.9% of 320,000 active | AID 504834; further: potency means the concentration at half of the fitted maximal effect; on the % scale 0 is the no-effect control and ±100 the full control effect
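Delayed-death screen, second-generation endpoint: infected erythrocytes, 2% hematocrit, 0.05% parasitemia final; 96 hours at 37 C, 5% CO2; luciferase detection reagent; luminescence decrease equals reduced growth.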
Starred values were filed as active, the others as inactive; ? = inconclusive; . = not tested or not shown; & = joins results of further samples; [ ] = dose if it differs, or a comment. Unless noted, the call rests on the fitted dose curve; in most records, active means well fitted curve in the direction sought with a large enough effect; inconclusive means small, poorly fitted or top-dose-only effect, or another doubt; inactive means no such curve, though single readings can be large; an effect the other way counts as inactive or inconclusive. An unsorted share of the library; 24% or so of the library scored in one or more.

SMILES | Pf growth 48h | CHX counter | LmPK inhibitor | Shiga toxin inh | Tb PYK inh | HCV inhibitor | Pf growth 96h
Cc1[nH]c2ccccc2c1/C=N/O | 13% | 1 | 1% | -14 | 1% | 4% | 0%
CCOc1ccc(NC(=O)Nc2ccc(Cc3ccncc3)cc2)cc1 | ? | -5 | -1% | -26 | -7% | ? | ?
CCOC(=O)c1cc2c(ccn2C)n1CC(=O)N1C(C)CCCC1C (configuration not stated) | ? | -1 | 9% | 8 | 4% | -22% | 48%[activator]
COc1ccc(-n2c(/C=C/c3ccc(O)cc3)nc3ccccc3c2=O)cc1 | ? | -3 | -2% | 1 | 0% | ? | -16%
CCOC(=O)C(/C=C(\C#N)C(=O)OCC)=C(/N)N1CCN(c2ccccc2)CC1 | -10% | -2 | -4% | -18 | 4% | 1% | .
S=C(NCCCN1CCOCC1)NCCCN1CCOCC1 | 3% | -3 | -1% | -8 | ? | -9% | -13%
COc1ccccc1COCC(O)CNCC1(N2CCCCC2)CCCCC1 (configuration not stated) | ? | -2 | -8% | 14 | -10% | -19%&19% | 120%[activator]
CN(CCCOc1ccccc1Br)Cc1ccccc1 | -7% | 3 | 4% | 43 | 3% | 3% | ?
Cc1cc2c(nn1)CCC/C2=N\O | 1% | -2 | 0% | -8 | -9% | 12% | 7%
CCCCC(=O)Nc1ccc2c(c1)C(=O)NC2=O | . | -7 | 4% | -8 | 10% | 13% | -17%
COc1ccc(C)cc1N(CC(=O)Nc1cccnc1)S(=O)(=O)c1ccccc1 | ? | -3 | 11% | -11 | 0% | -11% | 22%
Cc1ccccc1NC(=O)/C(=C\c1cccs1)NC(=O)c1ccco1 | -20% | 1 | 2% | -3 | -1% | 32%[activator] | 4%
Cc1noc(C)c1C(=O)N1CCC2(CC1)OCCO2 | 15% | -3 | -1% | 30 | 2% | 8% | .
COc1ccccc1S(=O)(=O)Cc1ccc(C(=O)NCc2ccc(C)cc2)o1 | 14% | 19 | 0% | -4 | 1% | -25% | ?
O=[N+]([O-])c1ccc(OCCO)nc1 | 20% | -1 | 1% | -9 | 4% | 13% | 20%
CCC1CCc2c(sc(NC(C)=O)c2C#N)C1 (configuration not stated) | 1% | 14* | -2% | 17 | -4% | ? | 1%
C=CCNC(=O)c1onc(CSc2ccncc2)c1C(=O)NCC=C | 0% | -2 | 1% | -6 | -3% | 5% | 44%[activator]
CN(C1CCS(=O)(=O)C1)S(=O)C12CC3CC(CC(C3)C1)C2 (configuration not stated) | -2% | 3 | -8% | -2 | 7% | 0% | 11%
COc1ccccc1CNC(=S)Nc1cc(C)ccc1C | ? | -3 | 1% | -3 | 2% | -25% | ?
CC1CC(C)CN(S(=O)(=O)c2ccc(NC(=O)CCNC(=O)c3ccc([N+](=O)[O-])cc3)cc2)C1 (configuration not stated) | ? | . | . | . | 1% | ? | ?
O=S(=O)(c1ccc(Oc2ccc(Cl)cc2)nc1)N1CCOCC1 | 2% | . | . | . | 2% | 0% | 36%
Cc1cccn2c(=O)c(C(=O)NC3CCCCC3C)c(O)nc12 (configuration not stated) | 13µM* | . | . | . | 5% | ? | ?
Cc1cc(C)c(S(=O)(=O)c2ccccc2C)c(OCCN(C)C)n1 | . | 1 | 2% | 16 | -3% | 6% | -9%
Cc1ccc(-n2nc(CC#N)c(C#N)c2N)cc1Cl | 12% | -2 | -7% | 1 | -12% | 5% | 3%
CN(C)C(=S)NC(=O)C12CC3(C)CC(C)(CC(C)(C3)C1)C2 | -13% | 1 | -4% | -6 | -1% | 9% | ?
Next entries.
SMILES | Pf growth 48h | CHX counter | LmPK inhibitor | Shiga toxin inh | Tb PYK inh | HCV inhibitor | Pf growth 96h
Cc1ccccc1C(=O)NN1CCOCC1 | -4% | -1 | -1% | 21* | 0% | 41%[activator] | ?
COc1ccc(Nc2cc(C(=O)NCc3ccco3)c3ccccc3n2)c(OC)c1 | 28% | 11 | 1% | -6 | 1% | ? | 4%
CCOC(=O)C1(Cc2cccc(F)c2)CCN(Cc2cnc(C)s2)CC1 | ? | -3 | 1% | 1 | -6% | 4% | 2.3µM*
OCCOC[C@H]1O[C@H](OCCO)[C@H](OCCO)[C@@H](OCCO)[C@@H]1OCCO (tested in a mixture with another compound) | -5% | . | . | . | 6% | . | 4%
Cc1ccnc(NC(=O)COc2ccc(Cl)cc2)n1 | 67%[activator] | 25* | 0% | 41 | 5% | 12% | 42%[activator]
CCC(=NCc1ccco1)c1c(O)n(C)c(=O)n(C)c1=O | 16% | 1 | 2% | 1 | -2% | -21% | 22%
C[C@H](NC(=O)N1CCn2c1nc1ccccc12)C(=O)N1CCCCC1 | 13% | -5 | -1% | 19 | -15% | 10% | 23%
COc1ccc(C)cc1NC(=O)C1CCCN(S(=O)(=O)c2ccc(-n3cnnn3)cc2)C1 (configuration not stated) | ? | -1 | 1% | -5 | -4% | ? | 10%
NC(=O)c1c(NC(=O)c2cccnc2Cl)sc2c1CCCC2 | 48%[activator] | 3 | 4% | 15 | 5% | 15% | 84%[activator]
O=C(CN1CCCCC1)N1CCN(S(=O)(=O)c2ccccc2)C1 | 10% | 8 | -3% | -3 | -9% | -4% | ?
Cc1cc(C)nc(SCc2cc(=O)c(OC(=O)c3ccc(Br)o3)co2)n1 | 12% | -6 | -3% | -6 | 2% | 35%[activator] | ?
Cc1ccc(S(=O)(=O)N2C(=O)CCC2C(=O)Nc2ccc3c(c2)OCCO3)cc1 (configuration not stated) | 2% | 1 | -9% | -3 | 6% | 12%&21% | .
O=C(Nc1ccc(Cl)cc1C(F)(F)F)c1ccc(Cl)cc1 | 35%[activator] | 16* | -4% | 32 | 1% | -14% | 106%[activator]
CCCCn1cnc2c1c(=O)n(CC(=O)c1cc(C)n(C)c1C)c(=O)n2CC(C)C | . | -1 | 12% | -20 | -9% | 0% | 12µM*
Cc1cccc(N2CCN(S(=O)(=O)c3c(C)[nH]c(C)c3C(=O)N3CCCC3)CC2C)c1 (configuration not stated) | -12% | 22 | -4% | -4 | 0% | 10% | ?
Cc1cc(C)nc(NC(=O)CCC2CCCC2)c1 | -21% | 2 | 2% | 37 | 6% | -1% | -4%
COc1ccc(/C=C2/C(=O)NC(=O)N(C3CCCCC3)C2=O)cc1CSc1ccccn1 | -6% | -2 | 13% | -2 | . | . | 0%
Cc1ccc(C2Nc3ccccc3C(=O)N2CCN2CCNC2=O)cc1 (configuration not stated) | -6% | -1 | -3% | -4 | 0% | 4% | 0%
O=Nc1c(-c2cccc([N+](=O)[O-])c2)nc2ncccn12 | ? | -1 | -6% | -8 | . | . | -15%
CCOc1ccccc1NC(=S)NCCc1ccccc1 | 1% | 10 | 1% | 17 | 3% | ? | -27%
COCCCNC(=O)CCSc1ccc(Cl)cc1 | 23% | -1 | -2% | 25 | 1% | 4% | 26%
CN1CCN(S(=O)(=O)c2ccc(N3CCN(c4ccccc4O)CC3)c([N+](=O)[O-])c2)CC1 | 12µM* | . | . | . | 2% | ? | ?
COCCn1c(C)cc(C2=NNC(=Nc3ccc(Cl)cc3Cl)SC2)c1C | ? | -3 | -2% | -10 | ? | -12% | ?
Cc1ccc(CSCC(=O)N(C)CC(=O)Nc2cccc(F)c2)cc1 | ? | . | . | . | -2% | -16% | ?
O=c1oc2ccccc2c(O)c1Cc1cc(Cl)c2cccnc2c1O | ? | -2 | 23% | -3 | -26% | 1% | -28%

Reprinted from above for reference:
SMILES | Pf growth 48h | CHX counter | LmPK inhibitor | Shiga toxin inh | Tb PYK inh | HCV inhibitor | Pf growth 96h
Cc1ccc(CSCC(=O)N(C)CC(=O)Nc2cccc(F)c2)cc1 | ? | . | . | . | -2% | -16% | ?
O=c1oc2ccccc2c(O)c1Cc1cc(Cl)c2cccnc2c1O | ? | -2 | 23% | -3 | -26% | 1% | -28%

Sorted by SMILES length (low to high): some entries from above
SMILES | Pf growth 48h | CHX counter | LmPK inhibitor | Shiga toxin inh | Tb PYK inh | HCV inhibitor | Pf growth 96h
Cc1ccccc1C(=O)NN1CCOCC1 | -4% | -1 | -1% | 21* | 0% | 41%[activator] | ?
Cc1ccc(CSCC(=O)N(C)CC(=O)Nc2cccc(F)c2)cc1 | ? | . | . | . | -2% | -16% | ?
CCCCn1cnc2c1c(=O)n(CC(=O)c1cc(C)n(C)c1C)c(=O)n2CC(C)C | . | -1 | 12% | -20 | -9% | 0% | 12µM*
Cc1cccc(N2CCN(S(=O)(=O)c3c(C)[nH]c(C)c3C(=O)N3CCCC3)CC2C)c1 (configuration not stated) | -12% | 22 | -4% | -4 | 0% | 10% | ?

Other compounds:
SMILES | Pf growth 48h | CHX counter | LmPK inhibitor | Shiga toxin inh | Tb PYK inh | HCV inhibitor | Pf growth 96h
CCC1(O)c2ccccc2-c2ncccc21 (configuration not stated) | 2% | -2 | 1% | -12 | 2% | -7% | 32%[activator]
Cc1cc([N+](=O)[O-])nn1CC(=O)Nc1nccs1 | 9% | -3 | 1% | -1 | 6% | 23% | -20%
C[C@@H]1CCC2[C@@H](C)[C@@H](O)O[C@@H]3O[C@@]4(C)CC[C@@H]1[C@@]23OO4 (some centres not stated) | 0.0005µM* | . | . | . | 1% | . | 0.0004µM*
CCOC(=O)c1c(N)sc(C(=O)N2CCCCCC2)c1C | -26% | -6 | 8% | -18 | 4% | 8% | 22%
COc1ccc(OC)c(CCNC(=O)c2ccc(CS(=O)Cc3cccc(Cl)c3)o2)c1 (configuration not stated) | ? | 2 | -3% | 0 | 0%&-7% | ? | 4.1µM*
CCOC(=O)C1=C(N)OC2=C(C(=O)CC(C)(C)C2)C1c1ccc(C)s1 (configuration not stated) | -8% | 26* | 1% | 89* | -1% | -7% | 0%
COc1ccc(N(C)C(=O)c2oc(=O)c3ccccc3c2-c2ccc(C)cc2)c(OC)c1 | ? | 2 | -4% | -9 | 2%&4% | 10µM* | ?
O=C(COc1ccccc1[N+](=O)[O-])OC1CCS(=O)(=O)C1 (configuration not stated) | 14% | 1 | -4% | -6 | -5% | 2% | ?
O=C(O)CC1NC(=O)N(C2CCCCC2)C1=O (configuration not stated) | -2% | -4 | 5% | 1 | 5% | 4% | 12µM*
O=C(O)CC(NC(=O)c1ccc2c(c1)OCO2)c1cccc([N+](=O)[O-])c1 (configuration not stated) | 12% | -3 | -2%[11.5 µM] | 33 | -1% | -4% | 11%
CN(CC(=O)Nc1cccc(F)c1)C(=O)C1CCN(C(=O)c2ccc(Cl)cc2)CC1 | -8% | . | . | . | 4% | 12% | ?
O=[N+]([O-])c1cc(-c2ccc(C(=S)N3CCOCC3)o2)ccc1Cl | 22% | 31* | -20% | 55* | ? | ? | ?
COc1ccc(COc2ccc(C3C(S(=O)(=O)c4ccccc4)CON3C)cc2OC)cc1 (configuration not stated) | -10% | 8 | 1% | 37 | 3% | ? | 20%
Cc1cccc(N2CCN(S(=O)(=O)c3c(C)nc4scc(C)n4c3=O)CC2)c1C | 0% | -4 | -1% | 16 | 2%&-1% | ? | ?
OCCOCCOCCn1c2ccccc2c2ccccc21 | -1% | 6 | -2% | -3 | -2% | ? | .
CCCOc1nc2c(c(=O)n(C)c(=O)n2C)n1CC | 25% | -3 | -6% | 12 | . | . | 2.1µM*
Cn1c(=O)[nH]c(=O)c2c1nc(N1CCc3ccccc3C1)n2CCSc1nc2ccccc2s1 | 5.2µM* | -1 | 5% | 1 | 7% | -12%&-11% | 57%[activator]
